IMPase Li inh: qHTS Assay for Identifying the Cell-Membrane Permeable IMPase Inhibitors: Potentiation with Lithium. CHO-M1 cells, IP1 TR-FRET (IP-One), carbachol + lithium. Potency, µM (top dose mostly 59.4 µM), without a hit: top-dose activity, negative = IMPase inhibition, most hits filed as inhibitors. 210,000 compounds, 0.35% hits. AID 1457, 2008;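 also: IP1 builds up when IMPase is blocked and the TR-FRET signal falls; potency is read from the fitted curve at half-maximal effect; plate controls were basal vehicle for no effect and high inhibitor control for full effect; nearly all actives have a fitted effect of over 50% in size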
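CHO cells stably expressing M1 receptor (2000/well, cultured 16–30 h) treated 30 min at 37C with compound plus low lithium. Cytosolic IP1 by TR-FRET (665/620 ratio and 620 channel) after 10 min lysis; AC50 by Hill fit.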
CBFb-RUNX1 inh: qHTS Assay for Compounds Blocking the Interaction Between CBF-beta and RUNX1 for the Treatment of Acute Myeloid Leukemia. 230,000 tested, under 10 active. AID 1477, 2009. Potency, µM (highest dose often 59.8 µM), inactives show at the top dose activity, negative = inhibition, hits mostly inhibitors. AlphaScreen CBFb-His/RUNX1-biotin binding, biochemical; also: % of control where 0% means no effect
Target sequence (Q01196 whole entry, looked up): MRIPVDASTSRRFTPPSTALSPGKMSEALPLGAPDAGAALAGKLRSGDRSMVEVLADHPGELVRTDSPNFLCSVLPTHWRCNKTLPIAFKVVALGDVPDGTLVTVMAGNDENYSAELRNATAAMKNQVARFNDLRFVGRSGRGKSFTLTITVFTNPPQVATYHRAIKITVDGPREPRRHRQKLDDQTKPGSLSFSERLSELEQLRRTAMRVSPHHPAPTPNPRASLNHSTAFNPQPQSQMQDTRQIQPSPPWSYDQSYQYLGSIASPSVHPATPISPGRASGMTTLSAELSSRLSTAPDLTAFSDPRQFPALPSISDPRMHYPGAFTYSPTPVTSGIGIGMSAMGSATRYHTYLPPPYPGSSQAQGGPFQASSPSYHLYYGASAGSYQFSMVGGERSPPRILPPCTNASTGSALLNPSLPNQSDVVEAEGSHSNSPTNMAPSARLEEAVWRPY
Target sequence (Q13951 whole entry, looked up): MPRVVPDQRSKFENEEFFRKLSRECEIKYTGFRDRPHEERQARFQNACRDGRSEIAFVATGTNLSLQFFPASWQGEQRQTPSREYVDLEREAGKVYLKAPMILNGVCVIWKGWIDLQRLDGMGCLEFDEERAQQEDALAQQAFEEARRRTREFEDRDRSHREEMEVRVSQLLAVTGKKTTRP
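AlphaScreen binding: CBFb-His and RUNX1-biotin (30 nM each) preincubated 20 min, compound added for 15 min, then nickel and streptavidin beads for 90 min, all at room temperature. Disruption of the interaction by any mechanism counts as activity.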
NPSR antag: qHTS Assay for Antagonists of the Neuropeptide S Receptor: cAMP Signal Transduction. Q6W5P4. CHO-NPSR cells, cAMP TR-FRET, antagonist mode. Potency, µM (top dose mostly 38.3 µM), without a hit: top-dose activity change, negative = inhibition, most hits filed as inhibitors. 220,000 compounds, 1% hits. AID 1461, 2008; also: potency is read from the fitted curve at half-maximal effect; % is scaled to controls: 0 for no effect and ±100 for the full control effect; nearly all actives have a fitted effect of over 50% in size; many of its hits are not listed in these tables
Target sequence (Q6W5P4 whole entry, looked up): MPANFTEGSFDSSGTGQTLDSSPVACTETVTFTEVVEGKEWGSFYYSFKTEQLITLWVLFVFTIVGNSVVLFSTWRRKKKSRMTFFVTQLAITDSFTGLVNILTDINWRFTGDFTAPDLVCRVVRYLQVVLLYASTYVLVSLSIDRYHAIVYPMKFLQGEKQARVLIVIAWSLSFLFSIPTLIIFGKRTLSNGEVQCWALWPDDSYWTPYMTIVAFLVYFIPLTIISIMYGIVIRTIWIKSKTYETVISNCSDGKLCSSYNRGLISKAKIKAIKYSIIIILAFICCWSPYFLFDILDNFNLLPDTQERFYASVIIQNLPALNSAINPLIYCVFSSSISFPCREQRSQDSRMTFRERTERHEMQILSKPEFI
HTT aggregate: qHTS Multiplex Assay to Identify Dual Action Probes in a Cell Model of Huntington: Aggregate Formation (GFP) | AID 1688, 2009 | 220,000 compounds, 1.1% hits | PC12 HttQ103-GFP aggregates, Acumen cytometry, 40 h | Potency, µM (doses to about 46.1 µM), inactives show at the highest dose activity change, negative = inhibition, usual class: inhibitors; also: potency is read from the fitted curve at half-maximal effect; % is scaled to controls: 0 for no effect and ±100 for the full control effect; nearly all actives have a fitted effect of over 60% in size
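PC12 cells with ecdysone-inducible HTT exon1 Q103-GFP, induced by 100 nM tebufenozide, given compounds in a concentration series. GFP aggregates (1–25 um, 6 SD above background) counted in lysates by laser-scanning cytometry, 488 nm excitation.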
Epigenetic reg: Quantitative High-Throughput Screen for Regulators of Epigenetic Control; AID 1865, 2009; Potency, µM (series often up to 53.9 µM), inactives show at the highest dose GFP activation, usual class: activators; murine LDR cells, GFP reporter derepression, 30 h; 280,000 compounds, 0.2% hits; also: potency is read from the fitted curve at half-maximal effect; % of control where 0% means no effect; nearly all actives have a fitted effect of over 60% in size
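Murine LDR cells carrying a silenced, genomically integrated CMV-driven GFP reporter were exposed to compound for 30 hours at 37 C. After PBS washes, GFP-positive cells (20–120 um objects) were counted by laser-scanning microplate cytometry.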
L3MBTL1 inh: qHTS Assay for the Inhibitors of L3MBTL1; 230,000 compounds, 0.66% hits; Potency, µM (doses to about 57.1 µM), for inactives: top-dose activity, negative = inhibition, actives largely listed as inhibitors; AlphaScreen L3MBTL1–H3K9me1 peptide binding; also: potency is read from the fitted curve at half-maximal effect; % is scaled to controls: 0 for no effect and ±100 for the full control effect; nearly all actives have a fitted effect of over 60% in size
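AlphaScreen proximity signal between nickel-chelate acceptor and streptavidin donor beads (final 10 ug/mL) reports binding of 50 nM L3MBTL1 to 75 nM biotin-H3 K9me1 peptide; complex incubated with compounds 30 min at room temperature; cefsulodin titration as control.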
KinaseGlo FLuc: Counterscreen for Luciferase (Kinase-Glo TM) Inhibition. AID 1379, 2008. Luciferin 4-monooxygenase (Photuris pensylvanica), Q27757. Kinase-Glo luciferase, ATP luminescence, 8 min. Potency, µM (series often up to 38.3 µM), for inactives: at the top dose activity change, negative = inhibition, hits mostly inhibitors. 200,000 compounds, 0.28% hits; also: potency is read from the fitted curve at half-maximal effect; % is scaled to controls: 0 for no effect and ±100 for the full control effect; nearly all actives have a fitted effect of over 60% in size
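Inhibition of Kinase-Glo luciferase light generation was assessed at 10 uM ATP in pH 7.2 imidazole buffer, with luminescence measured after eight minutes at ambient temperature.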
Active calls of the source: *; ? = inconclusive; . = not tested or not shown; [ ] = remark or other dose. Calls follow the shape of the dose curve; as a rule, active = well fitted curve in the direction sought with a large enough effect; inconclusive = small, poorly fitted or top-dose-only effect, or another doubt; inactive = no such curve, though single readings can be large; an effect the other way counts as inactive or inconclusive.

Every second line gives: KinaseGlo FLuc, NPSR antag, HTT aggregate, IMPase Li inh, CBFb-RUNX1 inh, Epigenetic reg, L3MBTL1 inh
- Cc1cc(C(=O)NNC(=O)Nc2ccccc2)no1
    ., 8%, -15%[9.22 µM], ., -2%, 0.0%, -6%
- CCOc1ccccc1NC(=O)NC1(C(=O)N2CCOCC2)CCCCC1
    1%, -1%[46.1 µM], -7%[9.22 µM], 3%[38.3 µM], 8%, 0.4%, 4%
- Cn1cccc1/C=N/n1c(-c2ccc(C(C)(C)C)cc2)n[nH]c1=S
    -1%, ?, -2%, 4%[38.3 µM], -17%, 7.5%, ?
- CCc1ccc(N2C(=O)c3ccc4c5c(ccc(c35)C2=O)CC4)cc1
    -4%, -6%[46.1 µM], -6%, -2%[38.3 µM], -1%, 0.0%, -7%
- Cc1cc(C)c(C(N)=O)c(SCC(=O)c2ccc(Cl)cc2)n1
    -3%, -12%[46.1 µM], -25%, -4%[38.3 µM], 1%, 0.0%, 0%
- COc1ccc(/C=N/Nc2nnc(-c3ccccc3)c(=O)[nH]2)cc1
    -4%, 1%, ?, 7%, -5%, -1.9%, 7%
- O=C(Nc1nc(NC(=O)c2ccco2)n(-c2ccccc2)n1)c1ccccc1
    -1%, ?, ?, 14%[38.3 µM], -12%, 1.6%, -11%
- COc1cccc(NC(=O)CN(c2cccc(OC)c2)S(C)(=O)=O)c1
    -3%, 34%, -5%[9.22 µM], 34%[activator], 1%, -1.1%, -6%
- Nc1nc(-c2cccnc2)nn1C(=O)Cc1ccccc1
    2%, 5%[46.1 µM], -2%, 20%[38.3 µM], 0%, -1.1%, 0%
- CC1CN(C(=O)Nc2ccccc2)c2ccccc2-[n+]2ccsc21 (configuration not stated)
    -2%, 6%, 24%, 2%, 9%, -2.0%, 3%
- COc1ccc2c(c1)C(=O)N(c1ccccc1OC)C(=O)C2(C)C
    -1%, -4%[46.1 µM], 5%, -12%[38.3 µM], 2%, -2.9%, 3%
- CCOC(=O)c1cc2c(C)n(-c3ccc(C)cc3)c(C)c2ccc1=O
    4%, ?, ?, 0%[38.3 µM], -11%, -1.2%, -6%
- O=C(NNC(=O)c1cnccn1)c1cccc([N+](=O)[O-])c1
    -6%, 15%[46.1 µM], 26%, 3%, 11%, -2.7%, 22%
- O=C(Cc1c(F)cccc1Cl)NC1=NCCS1
    6%, 5%, -3%, 2%, -24%, -0.2%, -24%
- CCc1sc(C(=O)Nc2ccc(NC(C)=O)cc2)cc1C
    1%, 13%, 6%, -15%, -2%, -1.0%, -3%
- Cc1c(-c2ccn[nH]2)cc(NC(=O)c2ccc(Cl)cc2)c(=O)n1N
    0%, -5%, -5%, -2%, -12%, 1.1%, -13%
- CC(=O)Nc1ccc(NC(=O)COC(=O)Cc2cccs2)cc1
    -3%, -9%[46.1 µM], 9%, 24%[38.3 µM], -3%, -0.2%, .
- Cc1ccccc1S(=O)(=O)NC1OC(=O)C(Oc2ccccc2)=C1Br (configuration not stated)
    0%, -6%, 1%[9.22 µM], 3%, 3%, 0.0%, -13%
- COc1ccccc1NC(=O)CCCc1nc(-c2ccc(OC)c(OC)c2)no1
    2%, -12%, 8%, 12%, 20%, 0.0%, -1%
- CCn1ncc(/C=C2/SC(=S)NC2=O)c1C
    -1%, -24%, -5%, 4%, 5%, -4.4%, -2%
- COc1ccccc1COn1c(=O)c(-c2ccco2)[n+]([O-])c2ccccc21
    -1%, -32%, -15%, 17%, 1%, 0.0%, -16%
- CCOC(=O)CNS(=O)(=O)c1ccc(C)cc1
    1%, 4%, 16%, -2%, 8%, 0.1%, 4%
- C=CCSC1=C(C#N)C(c2ccccc2Cl)C(C(=O)c2cccs2)C(O)(C(F)(F)F)N1 (configuration not stated)
    -2%, -40%, 17%, 17%, -4%, 0.0%, -4%
- Cn1c(=O)n(C)c2cc(NC(=O)c3cccc([N+](=O)[O-])c3)c(Br)cc21
    -4%, -7%, 15%, 8%, 12%, -1.5%, -2%
- Cc1ccccc1NC(=O)CSc1nnc(-c2ccco2)c(-c2ccco2)n1
    -16%, -21%[46.1 µM], ?, 21%[38.3 µM], ?, 13%, -90%
- COc1ccc(NC(=O)c2cccc(S(=O)(=O)N3CCc4ccccc43)c2)cn1
    3%, -25%, -26%, 21%, -3%, 6.6%, -13%
- CC(OC(=O)CCc1nc(=O)c2ccccc2n1C)C(=O)NCc1ccc2c(c1)OCO2 (configuration not stated)
    0%, 15%, 17%, 7%, 0%, 2.2%, 40%[activator]
- O=C(N/N=C/c1cc2c3c(c1O)CCCN3CCC2)c1ccccc1O
    -1%, -11%, 0.89µM*, 14%, ., -1.9%, ?
- CCn1c(C(=O)NCc2cccnc2)cc2sc(Cl)cc21
    3%, 9%[46.1 µM], -16%, 0%, -25%, 0.0%, -16%
- C/C(=N\NC(=O)c1ccc(CN(C)S(=O)(=O)c2ccc(C)cc2)cc1)c1ccc(OC(F)F)cc1
    ., -8%[46.1 µM], -8%, ., 0%, 0.1%, -3%

2 entries from above, reformatted:
mol,KinaseGlo FLuc,NPSR antag,HTT aggregate,IMPase Li inh,CBFb-RUNX1 inh,Epigenetic reg,L3MBTL1 inh
CC1CN(C(=O)Nc2ccccc2)c2ccccc2-[n+]2ccsc21 (configuration not stated),-2%,6%,24%,2%,9%,-2.0%,3%
COc1ccc2c(c1)C(=O)N(c1ccccc1OC)C(=O)C2(C)C,-1%,-4%[46.1 µM],5%,-12%[38.3 µM],2%,-2.9%,3%

Later entries
Every second line gives: KinaseGlo FLuc, NPSR antag, HTT aggregate, IMPase Li inh, CBFb-RUNX1 inh, Epigenetic reg, L3MBTL1 inh
- Cc1nc(Nc2ccc(Cl)cc2)c2nnn(Cc3ccccc3)c2n1
    -2%, 17%, 15%[9.22 µM], -22%, 2%, 5.8%, -1%
- Cc1ccc(S(N)(=O)=O)cc1
    ., ., ., 0%, 23%[21.7 µM], ., 3%
- CC(=O)c1cc2c(cc1NS(=O)(=O)c1ccccc1F)OCO2
    -3%, -8%, 2%, 18%, 2%, -6.1%, -9%
- COc1ccc(N2CCC(CNC(=O)Nc3ccccc3)C2)cc1 (configuration not stated)
    -4%, -15%[46.1 µM], -9%, 56%[activator][38.3 µM], ?, 0.0%, .
- COc1ccc(N2C(=O)CC(N3CCCC4CCCCC43)C2=O)cc1 (configuration not stated)
    2%, -16%[46.1 µM], -12%, 26%[38.3 µM], 7%, -1.1%, .
- CCOc1cc(CNc2ccc(OC)cc2)cc(Br)c1OCC(=O)NC(C)(C)C
    2%, ?, ?, 25%[38.3 µM], ?, -1.4%, ?
- OC1CCCN(c2ncnc3c2nnn3Cc2c(F)cccc2Cl)C1 (configuration not stated)
    2%, 7%, -10%[9.22 µM], 13%, 9%, -1.2%, 1%
- CS(=O)(=O)c1cccc(C(=O)NC(c2ccccc2)c2ccccc2)c1
    -3%, -6%[46.1 µM], 7%, 6%[38.3 µM], 8%, -1.0%, -1%
- Cc1cccc(NC(=O)CSc2nnc(-c3ccc(S(=O)(=O)N4CCOCC4)cc3)n2C)c1
    -2%, -16%[46.1 µM], -12%, -11%[38.3 µM], -3%, 0.7%, 3%
- Cc1ccc[n+](CC(=O)c2cc3ccccc3oc2=O)c1
    0%, 2%[46.1 µM], -8%, 29%[38.3 µM], -3%, -1.9%, -3%
- COc1ccc(CCNC(=O)C(=O)N2CCCCC2)cc1OC
    -2%, -2%[46.1 µM], -17%, 5%, 2%, 2.1%, -8%
- CSc1ccc(CNCC(O)c2ccccc2)cc1 (configuration not stated)
    1%, 1%, 29%, 7%, 6%, 8.5%, -4%
- CCCCC/C=C\C\C=C/C=C/C=C/[C@@H](SC[C@H](NC(=O)CC[C@H](N)C(=O)O)C(=O)NCC(=O)O)[C@@H](O)CCCC(=O)O
    ., ., ., -9%, 9%, 0.8%, .
- NC(=S)Nn1c(-c2ccccc2)nc2ccccc2c1=O
    -1%, 9%, 10%, 6%, -3%, 0.1%, -1%
- O=C(Cn1cc(C(F)(F)F)ccc1=O)NC(c1ccccc1)c1ccccc1
    -3%, -2%, -4%, 6%, -21%, -3.2%, 5%
- O=C(Nc1ccc(S(=O)(=O)Nc2nccs2)cc1)C1CC(=O)N(c2ccccc2)C1 (configuration not stated)
    4%, -17%, 15%, 1%, -4%, -0.9%, -3%
- CCCN=C1NC(=O)C(CC(=O)NCCc2ccc(OC)c(OC)c2)S1 (configuration not stated)
    2%, 7%, 13%, -2%, 7%, 1.1%, -11%
- CCOc1cc(C2NC(=S)NC(C)=C2C(=O)Nc2ccccc2)ccc1O (configuration not stated)
    ., 5%, -36%[9.22 µM], ., -1%, -1.9%, .
- COc1ccccc1Nc1nnc(SCC(=O)Nc2cc(C)on2)s1
    -2%, -6%[46.1 µM], 13%, 29%[38.3 µM], -12%, -1.0%, .
- CCOC(=O)c1[nH]c2ccc(OC)cc2c1NC(=O)OC
    2%, -14%[46.1 µM], ?, -3%[38.3 µM], -5%, -2.0%, 3%
- CCCn1c(-c2ccccc2)cc(SC)c(C#N)c1=O
    0%, -14%, 8%, -13%, -3%, 1.2%, 23%
- Cc1cccc(-n2ccnc2SCC(=O)Nc2cc(C)on2)c1
    1%, -11%[46.1 µM], -1%, 19%[38.3 µM], 4%, -1.6%, -17%
- CC(=O)N1N=C(c2ccc(Cl)cc2)OC1c1ccc(C(C)C)cc1 (configuration not stated)
    0%, ?, 2%, 16%[38.3 µM], 1%, 4.7%, 9%
- CS(=O)(=O)N(CC(=O)NCCSCc1ccco1)c1ccc2c(c1)OCO2
    0%, 1%, -3%[9.22 µM], 10%, -1%, -1.1%, -12%
- COc1ccc(CCNC(=O)C(C)OC(=O)c2ccco2)cc1OC (configuration not stated)
    17%, -15%[46.1 µM], -5%, -6%[38.3 µM], 0%, -1.2%, .
- O=C(NCCc1ccccc1)C(=S)N1CCCCC1
    0%, 10%, 6%[9.22 µM], 4%, -2%, -0.2%, 3%
- O=C(CCc1nc2cccnc2n1Cc1ccccc1)NCCc1ccc(Cl)cc1
    0%, -16%[46.1 µM], -3%, -7%[38.3 µM], -6%, 0.9%, -3%
- NC(=NCCc1ccccc1)NS(=O)(=O)c1cccs1
    8%, 14%, -23%, 9%, -3%, 2.1%, .
- COc1cccc(-c2nc(CS(=O)CC(=O)NC3CC3)c(C)o2)c1 (configuration not stated)
    3%, -11%[46.1 µM], 13%, -2%[38.3 µM], -3%, -0.2%, .
- Cc1cc(C(=O)COc2ccccc2C(N)=O)c(C)n1C1CC1
    0%, -10%, 0%, 23%, -14%, -1.3%, -21%

Not all compounds are listed; rates above refer to the full screens.
